From PubChem BioAssay
RMI FANCM FP = inhibitors of human RMI core complex binding to FANCM MM2; Fluorescence polarization, RMI core complex with F-MM2 peptide; stronger effect = lower value; AID 1159607; 0.58% of 70,000 active; FP signal (polarization) at 33 µM; in the data active means FP signal below about 40; further: inactives centre near 61; strong numbers were not always called active; unit not given here
The depositor's hits bear a star; & = joins results of further samples. Only part of the results is shown; rates above refer to the full screens.

RMI FANCM FP,compound
67,Cc1ccc(NC(=O)CC2CCCCN2S(=O)(=O)c2ccccc2)nc1 (stereo unspecified)
59,Cc1ccsc1/C=C/c1ccnc(Sc2ncccc2[N+](=O)[O-])n1
58,CCOC(=O)c1c(C)[nH]c(C(=O)N/N=C/c2cccc([N+](=O)[O-])c2)c1C
68,COc1ccc(C(=O)Nc2cc(C)nn2-c2nc3ccccc3s2)cc1
63,Cc1cc(N2CCOCC2)c2ccccc2n1
50,CC(=O)NN(C)c1ccc(C(F)(F)F)cc1[N+](=O)[O-]
55,CCCc1c(OCCCOc2ccc3c(=O)c(-c4ccccc4)coc3c2)ccc(C(C)=O)c1O
54,CN1CCN(c2nc3ccc(OC(=O)c4cccc(F)c4)cc3s2)CC1
83,COC(=O)c1c(NC(=O)CCN2CCC(C)CC2)sc2c1CCC2
66,CCOC(=O)Nc1ccc2c(c1)N(C(=O)c1ccccc1)CCC2
87,Cc1ccc(-c2csc(-n3nc(C)cc3NC(=O)c3ccc(S(=O)(=O)N(C)C)cc3)n2)cc1
50,O=c1[nH]c2ccccc2nc1[N+](=O)[O-]

Six structures out of the list, arranged by formula weight, largest number first:
RMI FANCM FP,compound
87,Cc1ccc(-c2csc(-n3nc(C)cc3NC(=O)c3ccc(S(=O)(=O)N(C)C)cc3)n2)cc1
59,Cc1ccsc1/C=C/c1ccnc(Sc2ncccc2[N+](=O)[O-])n1
83,COC(=O)c1c(NC(=O)CCN2CCC(C)CC2)sc2c1CCC2
66,CCOC(=O)Nc1ccc2c(c1)N(C(=O)c1ccccc1)CCC2
50,CC(=O)NN(C)c1ccc(C(F)(F)F)cc1[N+](=O)[O-]
50,O=c1[nH]c2ccccc2nc1[N+](=O)[O-]

Following part:
RMI FANCM FP,compound
57,CC1SCC(=NOC(=O)c2ccccc2Cl)CS1 (stereo unspecified)
56,Cn1cnc2cnc(Cl)nc21
57,Cc1ccc(Nc2ccccc2)nn1
59&54,COc1c2c(nc3ccccc13)OC(C(C)(O)CO)C2 (stereo unspecified)
61,O=S1(=O)CCC(S(=O)(=O)Cl)C1 (stereo unspecified)
54,Cc1ccc(C)c(C(=O)Nc2nnc(-c3ccc(C)c(C)c3)o2)c1
60,NNC(=O)COc1ccc(SC(F)(F)F)cc1
63,CCOC(=O)c1sc(Sc2ccc(C(F)(F)F)cn2)c2c1CC(C)(C)CC2=O
67,O=C(NC(Cc1ccccc1)C(=O)O)c1ccccc1 (stereo unspecified)
66,CC(=O)OCC(=O)[C@@]1(O)CCC2C3CC[C@@H]4C[C@H](OC(C)=O)CC[C@]4(C)C3C(=O)C[C@@]21C (stereo partly specified)
62,CC(=O)C(Sc1nc(-c2ccco2)nc2c1c(=O)n(C)c(=O)n2C)C(=O)N(C)C (stereo unspecified)
53,Cc1[nH]nc(-c2ccc(OCC(=O)NN)cc2O)c1-c1ccc(Cl)cc1

Reprinted from the listing (four entries):
RMI FANCM FP,compound
67,O=C(NC(Cc1ccccc1)C(=O)O)c1ccccc1 (stereo unspecified)
66,CC(=O)OCC(=O)[C@@]1(O)CCC2C3CC[C@@H]4C[C@H](OC(C)=O)CC[C@]4(C)C3C(=O)C[C@@]21C (stereo partly specified)
62,CC(=O)C(Sc1nc(-c2ccco2)nc2c1c(=O)n(C)c(=O)n2C)C(=O)N(C)C (stereo unspecified)
53,Cc1[nH]nc(-c2ccc(OCC(=O)NN)cc2O)c1-c1ccc(Cl)cc1

Following part.
RMI FANCM FP,compound
65,COc1cccc(OC)c1C(=O)Nc1ccc2c(c1)OCC(C)(C)C(=O)N2C
58,COc1cccc(NS(=O)(=O)c2ccc(-c3ccc(C)cc3)cc2)c1
70,CC1CC(C)CN(CC(=O)Nc2ccc3c(c2)OCCO3)C1 (stereo unspecified)
56,O=S1(=O)C=C(CSc2cccs2)c2cc(Cl)ccc21
57,Cc1ccccc1-n1nc(C)c(C=O)c1C
58,Cc1csc2c(SCC(=O)NN)ncnc12
87,COc1ccc(-c2c3c(nc4sc(C(=O)NCCc5ccccc5)c(N)c24)CC(C)(C)CC3=O)cc1
52,O=C(O)c1coc2c1/C(=N\N1CCCCC1)CCC2
58,Clc1ccc(SCc2ccsc2-c2ncns2)cc1
64,COc1cc(-c2nc(COC(=O)c3nnn(-c4ccc(Cl)cc4)c3C)c(C)o2)cc(OC)c1OC
66,Cc1nc(-c2ccccc2)sc1C(=O)NCCCn1nc(-c2ccc(F)cc2)ccc1=O
50,CC(=O)N[C@H](C(=O)O)C(C)(C)SN=O
79,O=C(COc1ccc(Cl)cc1Cl)Nc1ccc2c(c1)N(C(=O)c1ccco1)CC2
51,N#CC(C#N)=C1C=CC=CC=C1
57,CC12CCC(CC1=O)C2(C)CBr (stereo unspecified)
98,CSc1sc(C(=O)Sc2ccc(Cl)cc2)c2c1C=CCC2
209,O=C(CSc1nc2ccccc2o1)c1ccc(-c2ccc([N+](=O)[O-])cc2)o1
65,Cc1ccc(NC(=O)Cn2nc(C)c3cnn(C(C)(C)C)c3c2=O)cc1Cl
57,Cc1ccnc(NS(=O)(=O)c2ccc(NC(=O)c3ccc([N+](=O)[O-])s3)cc2)n1
66,CS(=O)(=O)N1CCCCC1C(=O)Nc1nc(-c2cc3ccccc3oc2=O)cs1 (stereo unspecified)
81,CCOC(=O)c1c(-c2ccc(Cl)cc2)csc1NC(=O)/C=C/c1ccco1
62,O=C(Nc1ccc2c(c1)N(C(=O)c1cccs1)CCC2)c1cc2ccccc2oc1=O
69,Cc1ccc2nc(-c3ccc(OCC(=O)N/N=C\c4cc5cccnc5cc4Cl)cc3)cc(-c3ccccc3)c2c1
55,CCOC(=O)c1ccccc1NC(=O)CSc1nnc(-c2ccncc2)n1N
75,O=C1CC(C(=O)N(Cc2ccccn2)c2nc3ccc(F)cc3s2)CN1c1ccccc1 (stereo unspecified)
63,O=C(NC1CCCC1)C1COc2ccccc2C1 (stereo unspecified)
56,N#CC1=C(SCC(=O)Nc2ccc(Br)cc2)NC(=O)CC1c1ccc(O)cc1 (stereo unspecified)
70,Cc1nn(C2CCS(=O)(=O)C2)c2nc(-c3ccco3)cc(C(=O)NCc3cccnc3)c12 (stereo unspecified)
63,CN(c1ccccc1)S(=O)(=O)c1ccc(C(=O)Nc2nnc(-c3cccc(S(C)(=O)=O)c3)o2)cc1
71,Cc1nnc(NC(=O)CSc2nnc(-c3ccccc3F)o2)s1
57,CCOCCn1c(=NC(=O)COc2ccc(Cl)cc2)sc2cc(OCC)ccc21
67,CC1(C)OC2OC(C(=O)Nc3ccccc3C(F)(F)F)C3OC(C)(C)OC3C2O1 (stereo unspecified)
67,COc1ccc(S(=O)(=O)Nc2ccncc2)cc1C
68,Cc1nnc(NC(=O)C2OC3OC(C)(C)OC3C3OC(C)(C)OC23)s1 (stereo unspecified)
47,COC(=O)C(N)Cc1ccc(Cl)cc1 (stereo unspecified)
73,CC(C)CCN1C(=O)C(C)(C)COc2ccc(NC(=O)c3ccc4c(c3)OCO4)cc21
63,COC(=O)N1CCc2c(sc(NC(C)=O)c2C#N)C1
76,CN(C)CCN(C(=O)c1cc2cc([N+](=O)[O-])ccc2s1)c1nc2cc3c(cc2s1)OCCO3
65,O=C(O)Cn1sc(=O)c2ccccc21
68,COc1ccc(-c2cc(=O)n(CC(=O)N3CCCC3)cn2)cc1
68,O=C(Nc1ccc(F)c(C(F)(F)F)c1)C1CCN(c2ccc(-c3ccco3)nn2)CC1
53,O=C(NNC(=O)c1ccccc1CO)c1ccc(Cl)c(Cl)c1
39,COC(=O)C(Cc1c[nH]c2ccccc12)NS(=O)(=O)c1ccc(CNC(=O)c2ccccc2)s1 (stereo unspecified)
52,COc1cccc(N2CC(NC(=O)C(=O)c3c(C)[nH]c4ccccc34)CC2=O)c1 (stereo unspecified)
62,CCOC(=O)Cc1csc(NC(=O)c2ccc(=O)n(C)n2)n1
55,CSc1nsc(SC)c1C(=O)Nc1nn(C)c2cccc(F)c12
64,Cc1ccc2c(c1)N(C(=O)Cn1nc3ccc(S(=O)(=O)C(C)(C)C)nn3c1=O)CCO2
66,Cc1ccccc1C1CC(=O)NC(SCc2cccc3ccccc23)=C1C#N (stereo unspecified)

2 records picked at random from those above:
RMI FANCM FP,compound
52,COc1cccc(N2CC(NC(=O)C(=O)c3c(C)[nH]c4ccccc34)CC2=O)c1 (stereo unspecified)
62,CCOC(=O)Cc1csc(NC(=O)c2ccc(=O)n(C)n2)n1

New compounds follow.
RMI FANCM FP,compound
53,Cc1onc(-c2ccccc2)c1CNS(=O)(=O)c1c(Cl)nc2sccn12
69,COc1ccc(C2NCCn3cccc32)cc1OC (stereo unspecified)
53,COc1cc(Nc2ncnc(N)n2)cc(OC)c1OC
66,O=S(=O)(NCCN1CCN(c2ccccc2F)CC1)c1cccc2ccccc12
68,CCOC(=O)c1ccc2nc(NC(=O)c3ccc4ccccc4n3)sc2c1
60,Cc1cc(C)nc(SCC(=O)Nc2ccc(S(=O)(=O)NC(C)(C)C)cc2)n1
67,CCOC(=O)Cc1csc(NC(=O)Cn2cnc(-c3ccc(C)cc3)cc2=O)n1
43,CCC(C)[C@H](NC(=O)c1ccco1)C(=O)O (stereo partly specified)
57,Cc1nc(N)sc1N=Nc1cccc2ccccc12
59,O=c1[nH]c2ccccc2n1CCCN1CCN(C(c2ccccc2)c2ccccc2)CC1
61,CCOC(=O)c1ccc(NC(=O)CSc2nccn2-c2cccc(OC)c2)cc1
65,CCOC(=O)Cc1csc(NC(=O)/C=C/c2ccc([N+](=O)[O-])cc2)n1
102,CCOc1ccc(-c2cc(=O)n(CC(=O)Nc3nc4ccccc4s3)cn2)cc1
72,COCC(=O)N1CCCc2ccc(NS(=O)(=O)Cc3ccc(F)cc3)cc21
61,CC(C)CCCC(C)[C@H]1CCC2C3C(=O)C=C4C[C@@H](O)CC[C@]4(C)C3CC[C@@]21C (stereo partly specified)
66,Cc1cc(C23CC4CC(CC(C4)C2)C3)ccc1NC(=O)c1ccc(S(=O)(=O)N(C)C)cc1
60,N#CCCN(Cc1ccncc1)C(=S)Nc1ccc(F)cc1
60,CC(C)N(C(=O)Cn1c(=O)oc2ccccc21)c1ccccc1
66,CCn1cc(NC(=O)Nc2cc(Cl)ccc2OC)c2ccccc21
65,CCn1nc(C(=O)Nc2nnc(-c3cc4ccccc4o3)o2)cc1C
61,COc1ccc(CC(=O)NCC(c2ccsc2)N(C)C)cc1OC (stereo unspecified)
62,O=C(NCCc1c[nH]c2ccccc12)C(=O)NCC1OCCN1S(=O)(=O)c1ccc(F)cc1 (stereo unspecified)
52,CC1(C)Cc2cccc(C(=O)NCC3COc4ccccc4O3)c2O1 (stereo unspecified)
63,COc1ccc(CCNC(=O)N2CCC(c3nnc(-c4ccco4)s3)CC2)cc1
57,CCOc1ccc2ccccc2c1C(=O)Nc1ccc2c(c1)CCCN2C(=O)C1CC1
65,O=C(CSCC(=O)Nc1nc(-c2ccc3c(c2)OCCO3)cs1)Nc1nccs1
55,CCOc1ccc(N2CCn3c(SCc4ccccn4)nnc32)cc1
44,N#Cc1nccnc1S(=O)(=O)c1cccs1
55,Cc1ccccc1NCc1cc(=O)oc2cc(O)c(O)cc12
54,CC1(C)Cc2cccc(OCc3ccc(C(=O)N4CCN(c5ccccc5F)CC4)cc3)c2O1
58,COc1ccc(Br)cc1Cn1nnc(C(=O)Nc2ccc(C(C)C)cc2)c1N
56,O=C(NC1CCc2ccccc2C1)c1ccc2c(c1)OCCO2 (stereo unspecified)
62,CC(C)NCC(O)COC(C)(C)C (stereo unspecified)
52,CCn1c(C)cc(O)c(C(c2cccc([N+](=O)[O-])c2)c2c(O)cc(C)n(CC)c2=O)c1=O
111,COc1ccc(-c2cc3c(SCC(=O)Nc4cc(F)ccc4C)nccn3n2)cc1
57,COCCN(CCOC)S(=O)(=O)c1ccc(C(=O)N=c2sc3ccc(C)c(C)c3n2C)cc1
59,COc1ccc2nc(-n3nc(C)cc3NC(=O)c3ccc([N+](=O)[O-])o3)sc2c1
57,c1ccc(-c2nccnc2-c2ccccc2)cc1
60,Cc1cc(OCC(O)CN2CCC(CN3C(=O)c4cccc5cccc(c45)C3=O)CC2)ccc1Cl (stereo unspecified)
68,Cc1ccc2nc(N(Cc3cccnc3)C(=O)CN3C(=O)c4ccccc4C3=O)sc2c1
51,CN(C)C(CNC(=O)C(=O)Nc1cc(Cl)ccc1C#N)c1ccco1 (stereo unspecified)
66,COc1ccccc1CNC(=O)Cc1csc(Nc2ccccc2)n1
61,CCOc1cn(C)c(C(=O)Nc2ccccc2SC)cc1=O
86,Cc1cccc(C(C)C)c1NC(=O)/C(C#N)=C/c1ccc(Cl)cc1
61,CC12CCC(C(=O)NCc3ccco3)(CC1=O)C2(C)C (stereo unspecified)
79,CC(=O)Nc1cccc(NC(=O)C2CCCN(c3ccc(-c4ccccc4)nn3)C2)c1 (stereo unspecified)
64,O=[N+]([O-])c1ccc(-c2ccc(/C=N\NC(=S)Nc3cccc(F)c3)o2)cc1
56,O=C(Cn1nc2n(c(=O)c1=O)CCN2c1ccc(F)cc1)N1CCOCC1

Single entries from the list.
Clc1ccc(SCc2ccsc2-c2ncns2)cc1 – RMI FANCM FP: 58
CC1(C)Cc2cccc(C(=O)NCC3COc4ccccc4O3)c2O1 (stereo unspecified) – RMI FANCM FP: 52
Cc1cc(C23CC4CC(CC(C4)C2)C3)ccc1NC(=O)c1ccc(S(=O)(=O)N(C)C)cc1 – RMI FANCM FP: 66
Cc1ccccc1-n1nc(C)c(C=O)c1C – RMI FANCM FP: 57

New compounds follow:
RMI FANCM FP,compound
52,O=C(CC(NCCCN1CCOCC1)C(=O)O)Nc1cccnc1 (stereo unspecified)
57,O=c1ccc(-c2ccc(Cl)cc2)nn1CCNS(=O)(=O)c1cccnc1
59,COc1ccc(-n2ccnc2SCC(=O)Nc2cc(C)ccc2C)c(OC)c1
162,COc1ccc(-c2cc3c(=O)n(Cc4nc(-c5ccccc5Br)no4)ncn3n2)cc1
62,CC(=O)Cc1nsc(NC(=O)c2cc(-c3ccc(Cl)cc3[N+](=O)[O-])oc2C)n1
61,CCN1CCCc2cc(CCNC(=O)c3ccc(OC)c(OC)c3)ccc21
47,CCOC(=O)c1c[nH]c2c(F)ccc(F)c2c1=O
